Compound activity deposited in PubChem BioAssay by Sanford-Burnham Center for Chemical Genomics.
hIAP activ: increases human intestinal alkaline phosphatase activity | P09923 | purified human IAP, CDP-Star luminescence, 30 min; stronger effect = higher value; 1 = vehicle-only enzyme, 0 = enzyme-free background | activation factor at 10 µM | 330,000 compounds, 0.16% hits | AID 2524;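 active = activation factor of the enzyme at least 2-fold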; also: the source names both 10 and 20 µM as test concentration; values of inactives mirror those of a sister screen read the other way
Target sequence (P09923 whole entry, looked up): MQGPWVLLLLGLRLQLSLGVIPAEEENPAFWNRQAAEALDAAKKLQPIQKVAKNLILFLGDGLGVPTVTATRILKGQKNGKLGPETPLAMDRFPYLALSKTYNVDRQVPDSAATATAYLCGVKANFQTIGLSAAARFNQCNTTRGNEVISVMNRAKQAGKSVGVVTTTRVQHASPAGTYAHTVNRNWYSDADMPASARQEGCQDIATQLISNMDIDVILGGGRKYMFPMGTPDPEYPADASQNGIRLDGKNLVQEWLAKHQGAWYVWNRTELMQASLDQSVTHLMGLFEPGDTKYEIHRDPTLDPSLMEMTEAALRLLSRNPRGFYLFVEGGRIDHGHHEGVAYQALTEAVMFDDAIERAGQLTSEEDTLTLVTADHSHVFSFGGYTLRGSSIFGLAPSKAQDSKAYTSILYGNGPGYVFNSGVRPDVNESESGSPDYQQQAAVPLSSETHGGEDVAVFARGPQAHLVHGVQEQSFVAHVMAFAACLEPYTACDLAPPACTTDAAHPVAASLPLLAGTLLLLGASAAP
NALP3 yeast inh: inhibitors of NALP3 inflammasome in yeast; Yeast reconstituted NLRP3/ASC/caspase-1, beta-gal luminescence, 24 h; inhibition, % at 10 µM; 330,000 compounds, 0.39% hits; AID 2825;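 active = inhibition of 50% or more; inactive = inhibition below 50%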;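 also: plate controls were induced DMSO wells for no effect and uninduced yeast grown without galactose for full effect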
A3A deaminase: human APOBEC3A DNA deaminase inhibition; P31941; recombinant A3A, FAM/TAMRA ssDNA deamination fluorescence; 330,000 compounds, 0.41% hits; inhibition, % at 20 µM;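 active = at least 40% inhibition at 20 µM here, with at most 30% in a related deaminase screen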;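 also: plate controls were A3A with DMSO for no effect and wells lacking A3A enzyme for full effect; some results filed as inactive read as strong as hits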
Target sequence (P31941 whole entry, looked up): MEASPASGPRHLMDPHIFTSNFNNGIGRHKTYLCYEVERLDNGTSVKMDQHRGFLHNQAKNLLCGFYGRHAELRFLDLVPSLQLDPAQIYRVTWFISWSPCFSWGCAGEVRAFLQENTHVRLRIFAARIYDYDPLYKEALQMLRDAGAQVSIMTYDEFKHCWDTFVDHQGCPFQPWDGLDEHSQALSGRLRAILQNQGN
mIAP activ: mouse IAP activation; muIAP, CDP-Star luminescence, 30 min; stronger effect = higher value; 1 = vehicle-only enzyme signal, 0 = enzyme-free wells; activation factor at 10 µM; 330,000 compounds, 0.24% hits; AID 2805;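 active = activation factor of at least 2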; also: the source names both 10 and 20 µM as test concentration; values of inactives mirror those of a sister screen read the other way
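also added = chemiluminescent substrate CDP-Star | test system = mouse IAP enzyme | signal = chemiluminescence readout | compound = DMSO-dissolved test compounds | incubation = 30 min at room temperature | benchmarks = DMSO wells, no-enzyme wells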
SENP1 FRET inh: inhibitors of human SENP1 SUMO protease catalytic domain. Q9P0U3. recombinant SENP1 catalytic domain, CyPet-SUMO1-YPet FRET cleavage. inhibition, % at 10 µM. 360,000 compounds, 0.21% hits;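 active = inhibition at least 30% at 10 µM, raw YFP signal under a set limit, fluorescence ratio 0.5 to 1.5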;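 also: 0% = enzyme with DMSO and 100% = no enzyme wells; some results filed as inactive read as strong as hits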
Target sequence (Q9P0U3 419-644 limits assumed): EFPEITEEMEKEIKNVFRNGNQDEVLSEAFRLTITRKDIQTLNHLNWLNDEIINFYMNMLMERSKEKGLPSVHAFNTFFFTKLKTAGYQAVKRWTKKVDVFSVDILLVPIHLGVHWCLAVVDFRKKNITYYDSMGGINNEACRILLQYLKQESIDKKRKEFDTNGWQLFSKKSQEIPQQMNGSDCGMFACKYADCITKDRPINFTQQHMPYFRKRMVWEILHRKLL
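Test system: human SENP1 catalytic domain; medium: Tris pH 8 buffer plus EDTA, NaCl, BME, BSA, NP40, catalase; incubation: 50 min reaction at room temperature; technique: FRET, CFP and YFP emission; controls: no-enzyme low control and enzyme-plus-DMSO high control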
A3G deaminase: inhibitors of human APOBEC3G DNA deaminase; Q9HC16; recombinant A3G, ssDNA deamination FAM/TAMRA fluorescence; inhibition, % at 20 µM; 330,000 compounds, 0.28% hits; AID 493012;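 active = inhibition of at least 40% at 20 µM, with no more than 30% in the related APOBEC3A deaminase screen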;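 also: plate controls were DMSO wells with A3G for no effect and wells lacking A3G enzyme for full effect; some compounds called inactive have numbers as strong as hits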
mIAP inh: blocks mouse intestinal alkaline phosphatase | purified mouse IAP, CDP-Star luminescence, 30 min | AID 2806 | inhibition, % at 10 µM | 330,000 compounds, 0.2% hits;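 active = inhibition of at least 40% at 10 µM in the primary screen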;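 also: plate controls were DMSO with enzyme for no effect and no enzyme wells for full effect; values of inactives mirror those of a sister screen read the other way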
hIAP inh: human IAP inhibition; 330,000 compounds, 0.12% hits; purified IAP, CDP-Star luminescence, 30 min; inhibition, % at 10 µM;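 active = inhibition reaching a set limit with compound at 10 µM in the primary screen, cut at about 35% in these data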;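 also: plate controls were DMSO wells with enzyme for no effect and no-enzyme buffer wells for full effect; values of inactives mirror those of a sister screen read the other way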
MIN6 prolif: inducers of beta-cell replication in MIN6 cells; proliferation, % at 10 µM; MIN6 cells proliferation, ATPlite luminescence, 48 h; cells starved in 0.2% serum; 100% = growth in 10% serum; 330,000 compounds, 0.29% hits;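 active = compounds whose signal lies at least 3.5 SD above the mean of all wells on their plate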;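 also: 0% = DMSO-treated cells in low-serum medium and 100% = 10% serum control; some compounds called inactive have numbers as strong as hits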
* = called active by the depositor; nt = not tested or not shown. This is a subset (hit frequency here may not be typical).

SMILES	hIAP activ	NALP3 yeast inh	A3A deaminase	mIAP activ	SENP1 FRET inh	A3G deaminase	mIAP inh	hIAP inh	MIN6 prolif
O=C(N/C(=C/c1cccc([N+](=O)[O-])c1)C(=O)N1CCCC1)c1ccccc1	1.2	14	0	1.1	1	-2	-10	-17	-4
N#CC1(N2CCN(C(=O)c3ccccc3)CC2)CCCCC1	0.96	18	-5	0.97	-1	-10	3	4	2
CN(C(=O)COC(=O)c1cccc(S(=O)(=O)N(C)c2ccccc2)c1)C1CCCCC1	0.79	23	-1	1.1	0	-2	-6	22	-3
COc1cc(C(=O)Oc2c(OC)cc(C(=S)N3CCOCC3)cc2OC)cc(OC)c1OC	1.1	12	-8	0.98	0	-7	2	-6	-2
O=C(O)C1=NOC(CNc2ncc(C(F)(F)F)cc2Cl)C1 (configuration not stated)	0.81	12	0	0.94	3	-6	6	19	-1
Cc1ccnc(N/C=C/C(=O)c2ccc(Br)cc2)c1	1.1	25	-2	0.94	-41	-4	6	-11	-5
Cc1ccc2c(c1)N(C(=O)CCC(=O)NCC(C)c1ccccc1)CC(C)O2 (configuration not stated)	0.93	6	0	1.1	1	-1	-11	7	2
COc1ccccc1N1CCN(/N=C/c2ccc(O)c(O)c2)CC1	1.1	6	-5	1	nt	8	-3	-12	-3
Cc1c(OCC(=O)NCC(O)c2ccccc2)ccc2c(-c3ccccc3)cc(=O)oc12 (configuration not stated)	0.97	12	1	0.9	0	3	10	3	2
O=C(N/C(=C/c1ccc(Br)cc1)C(=O)N1CCCC1)c1ccccc1F	0.91	6	0	1	0	-8	0	9	0
Cc1nnc(N)s1	0.91	-3	-1	0.98	2	3	2	9	3
O=C(CCCn1c(=O)[nH]c2ccccc2c1=O)N1CCN(c2ccccn2)CC1	1.2	14	-4	1.1	0	-11	-8	-21	0
CC(NC(=O)C(=O)NCCCn1ccnc1)c1ccccc1 (configuration not stated)	1.3	0	-3	0.92	-1	-4	8	-28	-1
Nc1nnc(SCC(=O)OCc2ccc(F)cc2)s1	1.2	7	-4	1.1	3	-4	-5	-18	-1
N#CC1=C2SCC(O)(c3ccccc3)N2C(=O)CC1c1ccccc1 (configuration not stated)	0.95	9	-6	0.89	-14	-9	11	5	-2

For convenience, three of the compounds above:
SMILES	hIAP activ	NALP3 yeast inh	A3A deaminase	mIAP activ	SENP1 FRET inh	A3G deaminase	mIAP inh	hIAP inh	MIN6 prolif
COc1cc(C(=O)Oc2c(OC)cc(C(=S)N3CCOCC3)cc2OC)cc(OC)c1OC	1.1	12	-8	0.98	0	-7	2	-6	-2
O=C(O)C1=NOC(CNc2ncc(C(F)(F)F)cc2Cl)C1 (configuration not stated)	0.81	12	0	0.94	3	-6	6	19	-1
Cc1ccnc(N/C=C/C(=O)c2ccc(Br)cc2)c1	1.1	25	-2	0.94	-41	-4	6	-11	-5

(listing goes on)
SMILES	hIAP activ	NALP3 yeast inh	A3A deaminase	mIAP activ	SENP1 FRET inh	A3G deaminase	mIAP inh	hIAP inh	MIN6 prolif
CCOc1cc(/C=N/NC(=O)c2cccnc2)ccc1OCc1ccc(C(=O)OC)o1	1.1	-6	-2	1	-2	-6	-4	-11	-1
COc1ccc(CN(C)S(=O)(=O)c2nnc(NC(=O)c3ccc(C)cc3)s2)cc1OC	1	-1	-2	0.93	-6	-4	7	-2	-3
CN(Cc1ccccc1)C(=O)c1cccc(N2C(=O)C3CC=CCC3C2=O)c1 (configuration not stated)	1	-12	-7	1	1	-9	-1	-1	-1
NC(=O)C[C@@H]1N[C@]2(C(=O)Nc3ccccc32)[C@@H]2C(=O)N(C3CCCCC3)C(=O)[C@H]12	0.94	14	-3	1	-2	-6	0	6	-1
O=C(CSc1nn(-c2ccccc2)c(=S)s1)Nn1cnnc1	1.2	-9	-9	1	4	-7	-2	-23	-3
O=C(O)C1CCN(S(=O)(=O)c2ccc(N3CCCC3C(=O)O)c([N+](=O)[O-])c2)CC1 (configuration not stated)	1.3	18	3	1	0	4	-3	-28	-4
NC(=O)COC(=O)[C@H](Cc1c[nH]c2ccccc12)NC(=O)c1ccc(F)cc1	1.1	8	-1	0.94	0	-9	6	-6	0
O=C1Nc2cc(C(=O)N3CCN(Cc4ccccc4)CC3)ccc2SC1N1CCOCC1 (configuration not stated)	0.94	30	-1	0.99	6	2	1	6	0
CC(C)(C)C(=O)NCc1ccc(C(=O)CN2C(=O)NC3(CCCC3)C2=O)s1	1.1	11	-2	1.1	-8	18	-5	-8	-5
CC(c1nc2ccccc2c(=O)[nH]1)N(C)c1ccc2ccccc2c1 (configuration not stated)	0.99	-4	-3	1	-25	-6	0	1	0
CCNCCC(=O)N1c2ccccc2Sc2ccc(C(F)(F)F)cc21	1.1	13	-2	1.1	2	-3	-10	-10	-4
COc1ccc2oc(=Nc3cccc(F)c3)c(C(N)=O)cc2c1	0.96	50*	-3	0.89	-70	-6	11	4	1
CC1(C)CC(=O)C2=C(C1)Nc1ccccc1[S@]2=O	1.1	16	6	1	0	5	-2	-6	-1
COc1ccc(N2C(=O)CSC23CCC(C(C)(C)C)CC3)cc1 (configuration not stated)	1.1	4	-2	0.97	2	-3	3	-11	-4
CCOC(=O)c1ccc(NC(=S)N(CCCN2CCCC2)Cc2ccco2)cc1	0.83	20	0	0.96	1	-5	4	17	0
O=C(COc1ccc([N+](=O)[O-])cc1)Nc1ccc(NC(=O)c2ccccc2)cc1	0.92	6	-2	0.94	4	0	6	8	-3
CCc1cc(SC#N)ccc1N	0.86	-4	-6	1.1	1	-9	-5	14	-2
O=C(NCc1cccnc1)c1cc2nc(-c3cccs3)cc(C(F)(F)Cl)n2n1	0.94	17	1	0.92	-63	-6	8	6	3
COc1ccccc1NC(=O)C1Cc2ccccc2CN1C(=O)c1ccco1 (configuration not stated)	1	-5	-1	0.97	-5	-10	2	0	2
CC/C(Cc1ccccc1)=N/NC(=O)c1cccc(Br)c1	0.93	7	-2	1	-2	-4	-1	7	0
COc1cc(/C=N/n2c(-c3cc(C)[nH]n3)n[nH]c2=S)cc(OC)c1OC	1.1	22	-6	0.89	2	47*	11	-14	-2
COc1ccc(CN(C(=O)c2ccco2)c2ccccc2)cc1	0.92	-3	1	1	-1	-2	-4	8	3
Cc1ccc(N2CC(C(=O)NCCc3ccc(S(N)(=O)=O)cc3)CC2=O)cc1 (configuration not stated)	1.2	14	-1	1.1	2	-3	-10	-19	-1
CCOCCCn1c(=S)[nH]c2cc(C(=O)NCc3ccc(F)cc3)ccc2c1=O	1.2	18	-3	0.98	1	-4	2	-21	-2
O=C1[C@@H]2C(Cc3ccc(O)cc3)NC3(C(=O)Nc4ccc(F)cc43)[C@@H]2C(=O)N1c1ccccc1 (some centres not stated)	1.1	10	0	1	10	-1	-4	-10	-2
COc1ccc(N2CCN(C3CCCCC3NS(=O)(=O)c3ccccc3)CC2)cc1 (configuration not stated)	0.95	6	-6	0.9	0	-5	10	5	4
CCC(C)N(C(=O)COC(=O)c1cc([N+](=O)[O-])ccc1N)C1CCS(=O)(=O)C1 (configuration not stated)	0.95	1	6	0.98	0	17	2	5	1
O=C(CCCN1C(=O)C2CC=CCC2C1=O)Nc1cccc(F)c1 (configuration not stated)	0.96	0	-6	0.99	-1	-8	0	4	-1
O=C1CSCC(=O)N1c1ccccc1	1.1	18	-5	0.98	2	-4	2	-10	-4
CSCC(=O)N1CCC(n2nccc2NC(=O)CCCc2ccccc2)CC1	0.86	16	-4	1.1	1	-3	-7	14	2
CCCC(=O)Nc1ccc(N2CCN(C(=O)c3ccccc3C)CC2)cc1	0.94	29	-5	1	0	-6	0	6	-2
O=C(CN1C(=O)COc2ccccc21)Nc1ccc2c(c1)OCCO2	0.95	-3	2	1	0	-5	-3	5	1
C=CCN(c1ccccc1)S(=O)(=O)c1ccc2c(c1)NC(=O)C(C)C(=O)N2 (configuration not stated)	0.92	14	-3	0.99	0	-5	1	8	-4
O=C(Cc1ccccc1[N+](=O)[O-])NCc1ccccc1Cl	0.81	-4	-1	0.92	0	-6	8	19	-3
CCCCN(CC)C(=O)C1CCCN(S(=O)(=O)c2cccc3nsnc23)C1 (configuration not stated)	1.3	9	2	0.96	2	15	4	-26	0
Cc1cccnc1NC(=O)c1cc2c(=O)oc3ccccc3c2s1	1.1	28	-11	1.1	-3	-9	-12	-7	-3
Cc1nn(C(=O)c2ccco2)c(C)c1Sc1ccc(Br)cc1	1.2	8	-4	1	4	-6	0	-18	-2
C/C(=N\NC(=O)C(c1ccccc1)c1ccccc1)c1ccc(O)cc1	0.98	20	-4	0.97	0	-2	3	2	-2
CCOC(=O)c1[nH]c2ccc(OC)cc2c1NC(=O)NC(C)C	0.97	9	-1	0.94	1	-4	6	3	-3
COc1ccc(S(=O)(=O)N2CCC(C(=O)Nc3ccc(OC)c(OC)c3)CC2)cc1C	1	7	-1	1.6	3	-2	-58	-3	-3
O=C(Nc1ccc(Cc2ccncc2)cc1)c1cccs1	0.91	-17	3	0.96	1	-2	4	10	-3
Cc1nnc(SCc2ccccc2)n1N	1.5	6	0	0.99	4	-4	1	-48	-1
CCOCCCN(CC(=O)NC1CCCC1)C(=O)C(=O)Nc1ccc2c(c1)OCCO2	0.97	34	-3	1.1	1	-9	-9	3	-3
CC(C)(C)C(=O)COC(=O)c1cccc(NC(=O)c2ccco2)c1	1	17	0	1	-1	-4	-4	-3	2
Cc1n[nH]c(C)c1S(=O)(=O)N1CCc2ccccc2C1	1.2	7	-4	0.82	3	-4	18	-24	-1
Cc1cccnc1NC(=O)c1ccc(C(=O)c2ccccc2)cc1	1	25	0	1	0	-1	0	-4	0
Cc1cc(C)n2nc(SCC(=O)N(C)C)nc2n1	0.83	9	-4	1	0	5	-2	17	-1
O=C(COC(=O)C1CC1)Nc1ccccc1Sc1ccccc1	1	-3	-1	0.97	0	-3	3	-4	-2
CCCCOc1ccc(-c2ncc(N)cn2)cc1	0.84	38	-4	0.96	1	-7	4	16	1
O=C(NCc1cccc(C(F)(F)F)c1)C1CCCN(c2ncccn2)C1 (configuration not stated)	0.92	7	4	1	1	-1	-4	8	4
CN(C)c1ccc(S(=O)(=O)N2CCCCC2)cc1NC(=O)COc1ccccc1F	1.1	-93	5	0.98	-8	-2	2	-8	-3
COc1ccc(-n2nc3c(N4CCC(C(=O)NCc5ccco5)CC4)nnc(C)c3c2C)cc1	1.3	22	2	1	-7	0	-1	-30	1
C=CCn1c(CCCOc2ccc(Cl)cc2Cl)nnc1SCC(=O)Nc1nccs1	1.2	-5	-1	0.94	3	-2	6	-16	-3
CSCc1c(C(=O)Nc2ccc3c(c2)OCO3)oc2ccccc12	0.88	14	-1	0.95	0	-10	5	12	6
COc1ccc(C2N(c3ccc(OC)cc3)C(=S)N3CCCN23)cc1 (configuration not stated)	0.93	28	6	0.99	0	-4	1	8	0
O=C(Cc1ccc([N+](=O)[O-])cc1)N/N=C/c1cccs1	0.95	10	-2	0.94	4	-3	6	5	5
COc1ccc(NC(=S)NC(NC(=O)c2cccc(Cl)c2)C(Cl)(Cl)Cl)c([N+](=O)[O-])c1 (configuration not stated)	0.94	33	-4	0.74	-1	-1	26	6	-5
